# Bioassay records from PubChem BioAssay.
# LYPLA2 counter = LYPLA2 inhibitors, primary screen, counter-screen for PME1 inhibitor project, biochemical, fluorescence polarization, FP-Rh probe ABPP | recombinant LYPLA2 | Acyl-protein thioesterase 2 (Homo sapiens), O95372 | inhibition, % at 5.9 µM | 0.38% of 320,000 active;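 active = inhibition above the screen-wide mean plus 3 SD, limit set per campaign, cut at about 26% in these data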;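 note: 0% = LYPLA2 with DMSO and 100% = wells lacking LYPLA2 enzyme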
# Target sequence (O95372 whole entry, looked up): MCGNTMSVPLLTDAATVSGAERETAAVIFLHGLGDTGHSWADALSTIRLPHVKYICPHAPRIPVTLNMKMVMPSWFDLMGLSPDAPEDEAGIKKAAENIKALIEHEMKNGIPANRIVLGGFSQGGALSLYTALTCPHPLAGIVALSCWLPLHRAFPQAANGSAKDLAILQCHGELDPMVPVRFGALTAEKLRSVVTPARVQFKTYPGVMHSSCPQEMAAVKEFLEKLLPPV
# LYPLA1 inh = LYPLA1 inhibitors, primary screen, counter-screen for PME1 inhibitor project, biochemical, fluorescence polarization, FP-Rh probe ABPP. recombinant LYPLA1. inhibition, % at 5.9 µM. 0.16% of 320,000 active. AID 2174, 2009;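 active = inhibition above the mean of all tested compounds plus 3 SD, set per campaign, cut at about 14% in these data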;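 note: inhibitors block serine hydrolase probe labeling of LYPLA1 so polarization falls; 0% = enzyme with DMSO and 100% = wells lacking LYPLA1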
# ZTA counter = ZTA (EBV) inhibition in EBNA-1 counter-screen; inhibition, % at 11 µM; 0.15% of 320,000 active; AID 2234; ZTA-DNA binding, fluorescence polarization; P03206; in the data active = inhibition above about 33%
# PAFAH2 inh = PAFAH2 enzyme inhibitors, primary screen, biochemical, fluorescence polarization, human; AID 492956, 2010; inhibition, % at 3.39 µM; 0.99% of 340,000 active; recombinant PAFAH2, FP-rhodamine activity probe;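 active = inhibition above the mean over all tested compounds plus 3 SD, cut at about 30% in these data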;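 note: inhibitors block probe labeling of enzyme so polarization drops; 0% = enzyme with DMSO and 100% = wells lacking PAFAH2 protein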
# PAD4 FP inh = human PAD4 inhibitors, primary screen, biochemical, fluorescence polarization, 1536-well format; 0.41% of 330,000 active; recombinant PAD4, RCA probe fluorescence polarization; Protein-arginine deiminase type-4 (Homo sapiens), Q9UM07; AID 485272, 2010; inhibition, % at 6.36 µM;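 active = percent inhibition above a cutoff equal to the mean of all tested compounds plus 3 SD, cut at about 15% in these data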;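 note: 0% = PAD4 with RCA probe and DMSO and 100% = probe without PAD4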
# Target sequence (Q9UM07 whole entry, looked up): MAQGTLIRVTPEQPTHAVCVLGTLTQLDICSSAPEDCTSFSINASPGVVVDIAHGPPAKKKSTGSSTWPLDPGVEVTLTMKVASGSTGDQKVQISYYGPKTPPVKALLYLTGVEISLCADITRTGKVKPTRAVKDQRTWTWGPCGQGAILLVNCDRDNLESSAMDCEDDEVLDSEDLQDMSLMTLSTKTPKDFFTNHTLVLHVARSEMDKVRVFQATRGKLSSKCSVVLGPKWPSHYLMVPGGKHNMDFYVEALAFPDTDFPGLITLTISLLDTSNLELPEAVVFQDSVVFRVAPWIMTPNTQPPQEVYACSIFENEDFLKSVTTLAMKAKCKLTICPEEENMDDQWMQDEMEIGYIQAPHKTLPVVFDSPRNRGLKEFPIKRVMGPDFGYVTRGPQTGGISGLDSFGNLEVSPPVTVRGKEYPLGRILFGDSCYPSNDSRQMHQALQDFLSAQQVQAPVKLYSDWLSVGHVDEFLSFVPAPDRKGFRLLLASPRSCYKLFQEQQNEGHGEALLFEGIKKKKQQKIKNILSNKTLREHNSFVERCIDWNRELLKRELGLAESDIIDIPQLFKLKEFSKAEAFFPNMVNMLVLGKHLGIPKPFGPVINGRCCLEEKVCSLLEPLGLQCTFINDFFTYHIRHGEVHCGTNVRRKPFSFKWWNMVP
# PREPL inhibitor = PREPL enzyme inhibitors, primary screen, biochemical, fluorescence polarization | AID 2751, 2010 | 0.68% of 320,000 active | inhibition, % at 5.96 µM | recombinant PREPL, fluorescence polarization activity-based probe; in the data active = inhibition above about 43%;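 note: 0% = enzyme with DMSO and 100% = wells lacking enzyme; many of its hits are not listed in these tables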
# PAFAH1B3 FP inh = PAFAH1B3 enzyme inhibitors, primary screen, biochemical, fluorescence polarization, human; Platelet-activating factor acetylhydrolase IB subunit alpha1 (Homo sapiens), Q15102; 0.28% of 340,000 active; AID 492972, 2010; inhibition, % at 3.39 µM; recombinant PAFAH1B3, FP-rhodamine probe;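 active = inhibition above the screen-wide average of all tested compounds plus 3 SD, cut at about 25% in these data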;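 note: 0% = enzyme with DMSO only and 100% = wells lacking PAFAH1B3 protein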
# GSTO1 counter = inhibitors of recombinant GSTO1, primary screen, counter-screen for RBBP9 inhibitor project, biochemical, fluorescence polarization. AID 1974, 2009. Glutathione S-transferase omega-1 (Homo sapiens), P78417. inhibition, % at 5.96 µM. activity-based probe fluorescence polarization. 1.1% of 300,000 active;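 active = inhibition above the campaign mean inhibition plus 3 SD, cut at about 35% in these data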;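 note: 0% = GSTO1-1 with DMSO and 100% = wells lacking GSTO1-1 enzyme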
# EBNA-1 inhibitor = EBNA-1 DNA-binding inhibitors, primary screen, biochemical, fluorescence polarization; inhibition, % at 14.8 µM; 0.34% of 300,000 active; AID 1950, 2009; in the data active = inhibition above about 28%
# * = called active by the depositor; x = no result given. This is a subset; rates above refer to the full screens.
SMILES,LYPLA2 counter,LYPLA1 inh,ZTA counter,PAFAH2 inh,PAD4 FP inh,PREPL inhibitor,PAFAH1B3 FP inh,GSTO1 counter,EBNA-1 inhibitor
O=C(Nc1ncccn1)C1c2ccccc2Oc2ccccc21,4,4,0,0,-5,-2,0,5,8
Cc1ccc(NC(=O)CN(C)S(=O)(=O)c2cccc3cccnc23)cc1C,0,-1,-4,-4,1,-8,-5,-3,1
OCCN1CCN(c2ncnc3nc[nH]c23)CC1,-2,-2,12,3,-5,-4,-4,5,13
N/C(=N\OC(=O)c1ccc(Br)o1)c1cccnc1,9,4,-17,2,-8,-3,-1,-1,-13
Cc1cc(C)cc(Nc2nc3ccc(C)cc3n3cnnc23)c1,7,2,-1,3,-2,0,8,4,-2
CC(C)(C)c1ccc(CSc2nnc(-c3ccccc3NC(=O)c3ccccc3)o2)cc1,-3,-3,9,3,-3,-6,2,10,0
COCCOc1ccc(C(F)(F)F)cc1N,1,2,-3,5,2,3,6,-4,2
COc1ccc(NC(=O)CCN2CCN(S(=O)(=O)c3ccc(OC)cc3)CC2)cc1,10,3,1,-3,-2,3,3,-4,-2
Cc1ccccc1NC(=O)c1onc2c1CCCC2,2,2,-9,3,3,-4,0,7,-3
Cc1cccc(C)c1NC(=O)CN1C(=O)COc2ccccc21,5,1,-19,12,6,5,6,6,-13
CCc1ccc(C(=O)CN2C(=O)NC(C)(CCc3ccccc3)C2=O)cc1 (configuration not stated),0,-6,-3,-7,-5,18,7,7,8
O=C1CCC(C(=O)N2CCCCCCC2)CN1Cc1cccc(C(F)(F)F)c1 (configuration not stated),-8,-1,10,-4,-4,7,1,2,1
COc1ccc(N(CC(=O)NCCSCc2c(F)cccc2Cl)S(C)(=O)=O)cc1OC,4,3,-4,2,0,-6,1,2,1
COc1ccc(C(=O)N/N=C(\Cc2ncc[nH]2)c2ccccc2)cc1,-4,-2,4,-2,0,-5,0,-4,-6
CON=C1CCN(c2ncc(C(F)(F)F)cc2Cl)CC1,12,0,-25,-1,-3,10,0,0,-1
COC(=O)c1ccccc1NC(=O)C1CC(c2ccc(F)cc2)=NO1 (configuration not stated),2,0,-4,0,-5,-7,11,5,-10
COc1cccc(NC(=O)CN(C)C(=O)CNC(=O)c2ccc3ccccc3c2)c1,0,1,14,-2,-2,13,7,8,9
Cn1[nH]c(=O)c(Cl)c(Cl)c1=O,1,2,12,-2,2,2,-4,2,10
O=C(O)CN(Cc1ccccc1)S(=O)(=O)c1ccc2c(c1)OCCO2,4,2,8,1,-6,-8,5,4,-2
Cc1cc(C)cc(NC(=S)NC(=O)CCN2C(=O)c3ccccc3C2=O)c1,1,1,-12,-1,-4,-37,3,0,-12
C[C@@H]1CN([C@@H](C)CO)C(=O)Cc2cc(NC(=O)Nc3ccc4c(c3)OCO4)ccc2O[C@@H]1CN(C)C(=O)NC1CCCCC1,x,x,x,5,3,54*,-1,x,x
Cc1ccc(NC(=O)c2sc3nc(N)c(C#N)cc3c2N)cc1,-9,-11,-12,-1,-6,14,0,12,0
Cc1ccc(C(=O)NN=C2CCCC2)cc1C,-6,-3,-1,-1,-2,-1,5,1,-5
CCN(CC)c1ccc(S(=O)(=O)N2CCOCC2)cc1NC(=O)COC(=O)/C=C/c1ccc(C)o1,-2,-1,7,38*,-3,28,2,-9,-5
CCOC(=O)C1CCCN(c2cc(C)nc3cc(-c4ccc(Cl)cc4)nn23)C1 (configuration not stated),0,-1,13,6,0,17,6,-8,-4
SMILES,LYPLA2 counter,LYPLA1 inh,ZTA counter,PAFAH2 inh,PAD4 FP inh,PREPL inhibitor,PAFAH1B3 FP inh,GSTO1 counter,EBNA-1 inhibitor
Cc1nn(-c2ccccn2)c2c1C(=O)CC(C)(C)C2Br (configuration not stated),0,6,0,-7,0,3,2,11,-2
O=C(COC(=O)C1CCC1)NCc1ccc(Cl)cc1Cl,10,4,-6,13,0,17,0,-7,0
COc1ccc(NC(=O)CN(c2ccc(OC)cc2)S(=O)(=O)c2ccc(OC)c(OC)c2)cc1,3,-1,-4,4,-3,-63,-1,7,1
CCc1c(C)[nH]c(=S)c(C#N)c1C,4,-5,0,-2,-2,1,5,8,3
O=C(Cn1c(S(=O)(=O)Cc2ccccc2)nc2ccccc21)N1CCCCC1,0,-2,12,3,2,22,5,6,2
O=C(NCc1ccc(F)cc1)c1ccc(N2CCOCC2)c([N+](=O)[O-])c1,6,-1,14,7,-2,-2,-1,0,8
CC(=O)c1cc2c(cc1N(C(=O)Cn1nnc3ccccc31)C(C(=O)NCCC(C)C)c1cccnc1)OCO2 (configuration not stated),0,-2,-3,x,0,22,x,3,1
O=C1c2ccccc2-c2onc3ccc(Oc4ccccc4)c1c23,-26,-16,-12,10,-43,-22,25,6,3
OCCN1CCN(CCOc2cccc(Cl)c2)CC1,11,0,-1,-5,2,-14,4,2,-1
COc1ccc(Oc2nc(SC)nc3ccsc23)cc1,3,1,-4,-5,1,3,1,4,-2
Cc1ccc(SCC(=O)NCc2ccccc2C)cc1,0,-3,4,2,-5,-4,8,7,-8
CCc1cc(=O)oc2cc(C)cc(OCC(=O)NCCc3c[nH]c4ccccc34)c12,5,-1,2,-1,-4,-16,5,12,-3
CSc1nc(C)nc(C2CC2)c1C#N,-3,-1,-7,x,-5,8,x,-3,1
Cc1ccc(C)c(N2CCN(C(=O)Cn3c(=O)oc4cc(S(=O)(=O)N5CCCC5)ccc43)CC2)c1,1,0,-5,8,6,-5,5,6,-5
C=CCn1c(CNC(=O)c2ccco2)nnc1SCC(=O)c1ccc(OC)cc1,-2,1,12,-4,-1,-2,6,6,-2
Cc1cccc(C)c1NC(=O)COC(=O)c1ccc(N2CCCC2)c([N+](=O)[O-])c1,-10,1,-9,63*,-4,-6,-3,1,9
CN(C)C(=O)CCCc1nc(-c2ccc(Cl)cc2)no1,7,0,3,-5,-4,8,0,1,-3
CCOC(=O)c1c(NC(=O)C2CCCN(S(=O)(=O)c3ccccc3)C2)sc2c1CCCC2 (configuration not stated),3,0,7,-4,-3,9,4,5,7
Cc1ccc(CO/N=C/C2=C(Cl)c3ccccc3CC2)cc1,-5,2,5,-2,-2,-7,3,3,-3
CCCOc1ccc(/C=C/C(=O)O)cc1OC,-2,0,2,3,2,-6,9,9,-3
CCOc1ccc(C(=O)CN2CCN(S(=O)(=O)c3ccc(Cl)cc3)CC2)cc1,0,-2,-10,-3,-7,2,6,-2,7
COc1ccc(OCC(=O)NS(=O)(=O)c2ccccc2)cc1,-2,0,4,11,0,-2,6,5,10
COC(=O)c1sc(NC(=O)C2c3ccccc3Oc3ccccc32)c(C(=O)OC)c1C,-13,-7,9,-3,-6,2,-8,-2,0
O=C(c1ccccc1C(=O)N1CCN(c2ccccc2F)CC1)N1CCN(c2ccccc2F)CC1,-1,-1,5,-9,-1,26,5,-1,-7
CCOC(=O)c1ccc(NC(=O)c2ccccc2N(C)S(=O)(=O)c2ccccc2)cc1,0,-5,0,8,-3,14,3,4,-4
SMILES,LYPLA2 counter,LYPLA1 inh,ZTA counter,PAFAH2 inh,PAD4 FP inh,PREPL inhibitor,PAFAH1B3 FP inh,GSTO1 counter,EBNA-1 inhibitor
COc1ccc(/C=C/C(=O)NC(=S)NCCc2ccc(OC)c(OC)c2)cc1,7,1,-1,2,-1,7,3,-2,-6
COC(=O)c1ccc(-n2c(C)ccc2-c2ccccc2)cc1,-2,-2,8,-1,-3,0,7,-9,-12
Cc1nn(C)c(C)c1CN(C)C(=O)C1c2ccccc2Oc2ccccc21,2,3,-4,-10,4,8,-3,-5,8
Cc1cccc(N2CCN(Cc3nc(-c4ccc(F)cc4F)oc3C)CC2)n1,9,0,13,2,2,34,9,6,5
O=S(=O)(NCC1CC1)c1ccc(F)c(Cl)c1,-3,8,-3,-1,-5,-6,2,0,-11
CC1(C)CC(=O)c2cc(C(=O)Nn3cnnc3)c(=O)n(-c3ccccc3)c2C1,-6,0,11,9,-1,-1,2,11,-2
CN(C)Cc1nc2c(c(=O)[nH]1)C1(CCCCC1)Cc1ccccc1-2,8,3,-5,-3,0,7,7,6,-3
CCOc1cc(/C=N/Nc2cc(C)nc(-n3nc(C)cc3C)n2)ccc1O,-1,-2,-8,7,-2,-1,8,25,2
CN(C)CC(O)COc1ccc(-c2ccc(C#N)cc2)cc1 (configuration not stated),0,-1,6,x,-4,1,x,8,-5
Cc1cccc(C)c1NC(=O)c1cc2c(=O)c3ccccc3oc2nc1C(F)(F)F,1,4,10,4,-2,12,4,5,-4
O=C(Nc1nnc(-c2ccc(Cl)cc2)o1)c1ccc(N2C(=O)CCC2=O)cc1,2,-2,-13,-9,-6,13,5,-1,-1
Cc1cccc(-c2nc(CSCC(=O)N3CCN(c4ccccn4)CC3)c(C)o2)c1,5,1,-11,1,-2,-38,3,3,3
COc1ccccc1-n1c(Cc2cccs2)n[nH]c1=S,0,0,13,-5,1,1,8,4,3
Cc1cc(NC(=O)C(C)SCC(=O)Nc2ccccc2N2CCCC2)no1 (configuration not stated),-1,0,-4,5,0,3,2,1,-9
O=Cc1cn(CC(=O)Nc2ccccc2)c2ccccc12,8,2,-6,-8,1,2,-1,-6,4
COc1ccc(NC(=O)C2(c3ccc(NC(=O)c4ccc(OC)cc4)cc3)CCCC2)cc1,-3,-3,-17,-16,0,0,-3,0,-11
CC1Cc2ccccc2N1C(=S)NC1CCCC1 (configuration not stated),2,-2,-8,-3,4,3,-3,2,10
CCN(CC)CCN(CC(=O)Nc1c(C)cc(C)cc1C)C(=O)c1ccccc1,0,-1,17,-3,0,7,11,-6,7
COC(=O)c1c(C(=O)OC)c(-c2ccc(F)cc2)n2c1CSC2,6,1,7,2,1,-2,11,-1,6
COC(=O)[C@@H]1CCCN1Cc1nc(Cc2ccccc2F)no1,-3,-6,6,3,0,-2,5,3,-5
CCCCNS(=O)(=O)c1ccc2nc(SCC(=O)Nc3cccc(F)c3)[nH]c2c1,-22,-14,1,-12,-2,-47,2,23,-5
COc1cc(NC(=S)Nc2cccnc2)cc(OC)c1,-9,-8,-1,-3,9,15,5,-2,-5
CCOC(=O)c1ccc(NC(=O)c2c(NCc3ccccc3)[nH]c(=O)[nH]c2=O)cc1,3,-2,-7,x,5,-7,x,-12,8
CCOc1ccc(OCCC(=O)NNC(=O)c2cc(OC)c(OC)c(OC)c2)cc1,-3,-4,-7,2,0,10,7,8,0
Cn1c(=O)c(N=O)c(N)n(Cc2ccccc2)c1=S,3,0,-2,-1,-3,6,6,11,-5
SMILES,LYPLA2 counter,LYPLA1 inh,ZTA counter,PAFAH2 inh,PAD4 FP inh,PREPL inhibitor,PAFAH1B3 FP inh,GSTO1 counter,EBNA-1 inhibitor
CCOc1ccccc1OCCCC(=O)Nc1sccc1C(N)=O,-6,-8,3,3,3,1,6,-1,-1
Cc1ccc(CC2CC(=O)N(CCc3ccc4c(c3)OCO4)C2=O)cc1 (configuration not stated),-4,-1,-4,8,-4,-60,7,3,0
Cn1c(-c2ccc(F)cc2)cnc1NCc1ccccc1F,7,3,5,5,2,8,4,7,-8
N#CC1=C(N)C(C#N)(C#N)[C@H](c2ccsc2)[C@H]2COCC=C12,-1,0,-4,2,0,11,4,10,8
CN(/N=C/c1ccc(Cl)cc1)c1ncc(Cl)cc1C(F)(F)F,0,3,-8,3,2,9,3,-3,9
OCc1ccccc1CN1CCCCCC1,-3,0,0,13,-4,4,9,-7,-5
